Source: PubChem BioAssay (National Center for Advancing Translational Sciences (NCATS))
mIDH1 inhibitor = blocks human mutant IDH1 R132H enzyme. AID 602179. O75874. Potency, µM (highest dose often 76.6 µM), for inactives: at the top dose activity change, negative = inhibition, hits mostly inhibitors. IDH1-R132H enzyme, NADPH consumption, diaphorase/resazurin fluorescence. 0.093% of 390,000 active; further: potency means the concentration at half of the fitted maximal effect; on the % scale 0 is the no-effect control and ±100 the full control effect; nearly all actives have a fitted effect of over 65% in size
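IDH1-R132H (0.5 ug/mL dispensed) in pH 7.5 Tris buffer was preincubated 30 min with compound, then given a substrate mix of 0.016 mM NADPH and 2 mM alpha-KG for 80 min at room temperature; remaining NADPH was read by diaphorase/resazurin fluorescence.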
TrxR1 substrate = rat thioredoxin reductase 1 substrate activity | O89049 | purified TrxR1 substrate turnover, NADPH consumption readout | Potency, µM (top dose mostly 114 µM), without a hit: at the highest dose activity change, negative = substrate turnover | 0.01% of 390,000 active | AID 588456; further: potency means the concentration at half of the fitted maximal effect; on the % scale 0 is the no-effect control and ±100 the full control effect; nearly all actives have a fitted effect of over 50% in size
Target sequence (O89049 whole entry, looked up): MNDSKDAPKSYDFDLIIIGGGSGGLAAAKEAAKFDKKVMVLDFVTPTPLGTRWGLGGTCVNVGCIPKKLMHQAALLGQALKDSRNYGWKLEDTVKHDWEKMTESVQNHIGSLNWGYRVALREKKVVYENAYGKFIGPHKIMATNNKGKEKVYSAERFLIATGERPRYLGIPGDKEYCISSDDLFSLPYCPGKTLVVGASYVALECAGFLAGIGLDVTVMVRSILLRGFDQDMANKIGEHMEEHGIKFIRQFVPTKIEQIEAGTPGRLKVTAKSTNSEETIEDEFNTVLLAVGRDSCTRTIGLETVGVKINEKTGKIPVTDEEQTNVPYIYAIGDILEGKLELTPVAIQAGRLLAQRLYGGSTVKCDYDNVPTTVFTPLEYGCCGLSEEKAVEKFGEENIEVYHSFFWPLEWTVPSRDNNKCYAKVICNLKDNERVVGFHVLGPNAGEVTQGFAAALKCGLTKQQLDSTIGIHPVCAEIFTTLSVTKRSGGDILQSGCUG
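Rat TrxR1, dispensed at 90 nM, was prereduced with 400 uM NADPH (final) for 5 min at ~22 deg C, then incubated with compound 15 min before 400 uM selenite. A first-read NADPH fluorescence drop versus no-compound background flagged substrates.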
USP1-UAF1 inh = inhibitors of human USP1/UAF1 deubiquitinase; AID 743255; 0.23% of 390,000 active; recombinant USP1/UAF1, Ub-Rhodamine cleavage fluorescence; Potency, µM (series often up to 57.1 µM), for the others: at the highest dose activity change, negative = inhibition, usual class: inhibitors; further: potency means the concentration at half of the fitted maximal effect; on the % scale 0 is the no-effect control and ±100 the full control effect; nearly all actives have a fitted effect of over 60% in size; inactives centre near -12
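Step one: compound is pinned into 1nM USP1/UAF1 in HEPES pH 7.8 buffer with TCEP. Step two: 15 min room-temperature incubation. Step three: Ub-Rho (150nM final) starts cleavage, tracked by fluorescence over six one-minute reads.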
D2 ag = activates the human D2 dopamine receptor. P14416. HEK293 T-REx D2 cells, calcium flux agonist mode. activation, % at 2 µM. 0.53% of 340,000 active. AID 485358;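 active means activation over 3 SD above normal in the single-dose calcium agonist read, cut at about 30% in these data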; further: 0% is about no effect
Target sequence (P14416 whole entry, looked up): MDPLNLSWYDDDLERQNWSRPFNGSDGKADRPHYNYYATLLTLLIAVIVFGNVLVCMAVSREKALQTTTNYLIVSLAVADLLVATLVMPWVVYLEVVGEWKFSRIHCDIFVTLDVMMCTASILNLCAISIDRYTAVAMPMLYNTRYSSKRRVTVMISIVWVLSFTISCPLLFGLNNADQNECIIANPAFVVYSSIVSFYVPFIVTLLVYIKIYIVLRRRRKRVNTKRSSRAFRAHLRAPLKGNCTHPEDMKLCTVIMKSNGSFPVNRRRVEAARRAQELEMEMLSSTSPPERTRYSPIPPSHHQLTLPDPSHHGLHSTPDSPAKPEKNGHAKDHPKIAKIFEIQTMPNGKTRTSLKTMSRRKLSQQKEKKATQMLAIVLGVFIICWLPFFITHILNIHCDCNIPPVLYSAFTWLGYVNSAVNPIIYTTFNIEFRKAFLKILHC
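HEK293 Trex D2 cells, tetracycline-induced, o/n 30 C 5% CO2; no-wash Ca dye, RT 30–90 min; 10-cycle baseline, 23 nl cpd added, kinetic Ca read 180 s; agonist hits = positive Ca response.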
Pin1 inhibitor = blocks the human prolyl isomerase Pin1; 0.009% of 390,000 active; Pin1 FP peptide displacement, HiFluor488, 10 min; Potency, µM (highest dose often 115 µM), for the others: top-dose activity, negative = inhibition, hits mostly inhibitors; active means well fitted inhibition curve with a large enough effect in the polarisation, with a control signal flat, not every such curve was filed as active; inconclusive means small, poorly fitted or top-dose-only effect, or effect the other way, or a change in a side signal; inactive means no such curve, though single readings can be large or run the other way; the % refers to the polarisation; further: potency means the concentration at half of the fitted maximal effect; on the % scale 0 is the no-effect control and ±100 the full control effect
TRHR enhancer = TRH receptor (human) allosteric enhancement | P34981 | TRHR cells, fluo-8 calcium fluorescence, EC20 TRH enhancement | enhancement, % at 2 µM | 0.66% of 360,000 active | AID 493056; in the data active means enhancement above about 30%; further: 0% is about no effect
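TRHR-expressing cells loaded with fluo-8 calcium dye were read kinetically (ex 480/em 530) during compound addition, then stimulated with an EC20 of TRH (10 nM final). Enhancement of the Gq-mediated intracellular calcium response was scored.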
TRHR ag = activates the human TRH receptor; P34981; activation, % at 2 µM; TRHR cells, calcium flux fluo-8, FDSS agonist mode; 0.18% of 360,000 active; AID 493084; in the data active means activation above about 30%; further: 0% is about no effect
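Steps: seed TRHR cells overnight; add fluo-8 no-wash Ca dye, RT 30 min–1.5 h; record 10 s baseline; pin-transfer compounds; monitor fluorescence 1 cycle/s for the agonist window. Calcium increases flag candidate agonists.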
D2 antag = D2 dopamine receptor (human) antagonism | P14416 | HEK293 TREx D2 cells, calcium flux, dopamine EC80 | inhibition, % at 10 µM | 2% of 340,000 active | AID 485344; in the data active means inhibition above about 30%; further: 0% is about no effect
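Inhibition of EC80 dopamine-driven calcium flux, recorded kinetically, defines activity here; cells are a tetracycline-induced HEK293 T-REx line expressing force-coupled D2.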
rTrxR1 inhibitor = blocks rat thioredoxin reductase 1 | O89049 | recombinant rTrxR1, NADPH fluorescence consumption, selenite substrate | Potency, µM (series often up to 114 µM), without a hit: at the top dose activity change, negative = inhibition, usual class: inhibitors | 1% of 390,000 active; further: potency means the concentration at half of the fitted maximal effect; on the % scale 0 is the no-effect control and ±100 the full control effect; nearly all actives have a fitted effect of over 65% in size
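Rat TrxR1 (90 nM in the dispensed reagent) was pre-reduced with 400 uM NADPH for 5 min at room temperature, then incubated with compound for 15 min. After 400 uM selenite was added, NADPH fluorescence (Ex 340/Em 450 nm) was followed for 8 min.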
Numbers without * were called inactive; ? = inconclusive; . = no result given; & = joins results of further samples; [ ] = another dose, or the depositor's remark. Unless noted, the call rests on the fitted dose curve; in most records, active means well fitted inhibition curve with a large enough effect; inconclusive means small, poorly fitted or top-dose-only effect; inactive means no such curve, though single readings can be large or run the other way. Some of the compounds tested; rates above refer to the full screens.

A first look:
SMILES	mIDH1 inhibitor	TrxR1 substrate	USP1-UAF1 inh	D2 ag	Pin1 inhibitor	TRHR enhancer	TRHR ag	D2 antag	rTrxR1 inhibitor
CCCc1cc(=O)[nH]c(SCC(=O)N2CCN(S(=O)(=O)c3ccccc3)CC2)n1	3%	5%[57.1 µM]	-17%	0.8	-10%	-7	-0.1	-2	-6%[57.1 µM]
O=C(Nc1ccc(CN2CCCCC2)cc1)c1ccc(Br)o1	1%	-5%	6%	0.8	2%	-5	1.3	-20	-10%
Nc1nc2nn(-c3ccccc3)nc2c(=O)[nH]1	-4%	165%[activator][57.1 µM]	-17%	0.9	37%[activator]	6	0.3	7	?
O=C(CNc1cccc2ccccc12)N/N=C/C=C/c1ccco1	2%	-1%[57.1 µM]	-21%	0.5	?	4	1.1	-4	10%[57.1 µM]

The whole of this part, repeating the preview:
SMILES	mIDH1 inhibitor	TrxR1 substrate	USP1-UAF1 inh	D2 ag	Pin1 inhibitor	TRHR enhancer	TRHR ag	D2 antag	rTrxR1 inhibitor
CCCc1cc(=O)[nH]c(SCC(=O)N2CCN(S(=O)(=O)c3ccccc3)CC2)n1	3%	5%[57.1 µM]	-17%	0.8	-10%	-7	-0.1	-2	-6%[57.1 µM]
O=C(Nc1ccc(CN2CCCCC2)cc1)c1ccc(Br)o1	1%	-5%	6%	0.8	2%	-5	1.3	-20	-10%
Nc1nc2nn(-c3ccccc3)nc2c(=O)[nH]1	-4%	165%[activator][57.1 µM]	-17%	0.9	37%[activator]	6	0.3	7	?
O=C(CNc1cccc2ccccc12)N/N=C/C=C/c1ccco1	2%	-1%[57.1 µM]	-21%	0.5	?	4	1.1	-4	10%[57.1 µM]
COc1c(C)cc(NC(=O)c2ccc3c(c2)NC(=O)CO3)cc1C	24%	-6%[57.1 µM]	-17%	0.3	-9%	-3	0.1	6	11%[57.1 µM]
CC[C@@]1(C(=O)OC)N[C@H](CN(C)C(=O)Nc2ccccc2)[C@@H]2C(=O)N(C)C(=O)[C@@H]21	4%	6%	-10%	.	0%	.	.	.	4%
CC(C)CC(NC(=O)C1CCC(C)CC1)C(=O)NCCN1CCOCC1 (stereo unspecified)	4%	4%[57.1 µM]	-15%	0.5	0%	2	0.3	4	21%[57.1 µM]
CCOC(=O)c1cnn(-c2ccccc2)c1-c1ccncc1	-2%	4%	-18%	-0.1	0%	-7	-0.4	-12	21%
CCCCCn1c(NCc2ccccc2OC)nc2ccccc21	34%	-7%	-24%	-0.2	5%	-16	-0.6	.	0%
O=C(CN(C1CC1)S(=O)(=O)c1ccc(S(=O)(=O)NC2CCCCC2)cc1)Nc1ccccc1	0%	-3%[57.1 µM]	-6%	0.5	3%	1	0.2	-3	2%[57.1 µM]
CCCCCCN(C(=O)CCCCCN1C(=O)NC(c2ccc(C(C)(C)C)cc2)C(C(=O)OCc2ccccc2)=C1C)C(C(=O)NCCCC)c1ccc(OCC(=O)OC)c(C(=O)OC)c1 (stereo unspecified)	.	.	.	-0.6	.	-5	2.6	22	.
Cc1ccc(Cn2c(=O)n(Cc3ccccc3Cl)c(=O)c3cccnc32)cc1	-14%	42%[activator]	-26%	-0.1	43%[activator]	1	-0.1	.	20%
CC(C)(C)OC(=O)N1CCOCCOCCN(C(=O)OC(C)(C)C)CCOCC1	0%	-8%	5%	1.6	3%	-1	0.4	-5	-18%
CCOc1ccc(S(=O)(=O)N2CCC(C(=O)NCc3ccncc3)CC2)cc1C	4%	13%[57.1 µM]	-1%	0.3	-1%	-1	0.4	2	23%[57.1 µM]
COc1cccc(OCC(O)CN2CCN(CCO)CC2)c1 (stereo unspecified)	5%	13%[57.1 µM]	1%	0.9	-5%	4	0.4	-3	27%
Cc1nn(-c2cccc([N+](=O)[O-])c2)c(N)c1-c1ccccc1	0%	-7%[57.1 µM]	-22%	0.9	-5%	1	0.1	10	-4%[57.1 µM]
NC(=O)CC(NC(=O)c1ccccc1)c1ccc(NCCc2ccc(Cl)cc2)c([N+](=O)[O-])c1 (stereo unspecified)	9%	-7%	-10%	-1.6	?	11	-0.5	15	4%
CCc1ccc(-c2nc(CCl)cs2)cc1	3%	-10%	-17%	-0.8	56%	0	-0.5	-7	-34%
Cc1ccc(C(=O)NC(C)c2ccccc2)o1 (stereo unspecified)	10%	4%	-15%	1.2	-1%	-3	0.3	3	7%
CC(=O)Nc1ccc(NC(=O)CSc2ccc3nnc(CCNS(=O)(=O)c4ccc(C)cc4)n3n2)cc1	-6%	-4%	-3%	-0.5	-10%	-3	1.2	22	6%
COc1ccccc1NC(=O)Nc1nc(CC(=O)N2CCN(c3ccc(F)cc3)CC2)cs1	2%	2%	-22%	0.6	2%	7	-0.2	-1	15%
COc1ccc(N2CCN(Cc3nnc(-c4cccc(Br)c4)o3)CC2)cc1	-2%	-4%	?	0.1	5%	7	-0.9	.	7%
CC(=O)c1cccc(Nc2nc(-c3sc(N)nc3C)cs2)c1	0%	-1%[57.1 µM]	-7%	-0.1	15%	2	-0.5	10	-13%[57.1 µM]
COc1nccnc1NS(=O)(=O)c1ccc(N=Cc2c(C)[nH]n(-c3ccc(C)c(C)c3)c2=O)cc1	3%	-7%	-9%	-0.2	?	-6	-0.2	0	-16%
Cc1csc2nc(COC(=O)CNC(=O)c3ccc(Cl)cc3)cc(=O)n12	16%	6%	-12%	0.3	3%	3	-0.3	-11	9%

Some of these compounds in order of the mIDH1 inhibitor value, largest number first:
| molecule | mIDH1 inhibitor |
| --- | --- |
| COc1cccc(OCC(O)CN2CCN(CCO)CC2)c1 (stereo unspecified) | 5% |
| CC[C@@]1(C(=O)OC)N[C@H](CN(C)C(=O)Nc2ccccc2)[C@@H]2C(=O)N(C)C(=O)[C@@H]21 | 4% |
| CCc1ccc(-c2nc(CCl)cs2)cc1 | 3% |

Later entries
SMILES	mIDH1 inhibitor	TrxR1 substrate	USP1-UAF1 inh	D2 ag	Pin1 inhibitor	TRHR enhancer	TRHR ag	D2 antag	rTrxR1 inhibitor
CCOCC(=O)Nc1nnc(SCCOC)s1	-1%	-6%	3%	-0.5	5%	-3	0.6	3	-9%
Cc1ccc2c(c1)-c1[nH]c(=S)ncc1CS2	-8%	-2%[57.1 µM]	-25%	-0.6	2%	-10	1.1	6	?
CS(=O)(=O)c1ccc2nc(NC(=O)c3cccc(NS(=O)(=O)c4ccc(F)c(F)c4)c3)sc2c1	4%	3%	-14%	-0.2	47%[activator]	-7	0.3	3	17%
C=CCc1ccc(OCC(O)COCC)c(OC)c1 (stereo unspecified)	5%	-2%	5%	0.3	1%	0	-1.0	-9	-19%
CCOC(=O)c1ccc(NC(=S)N2CCN(Cc3ccccc3)CC2)cc1	5%	-14%	-2%	3.1	-10%	3	-0.1	-7	-23%
COc1ccc(OC)c(NC(=O)CCNC(=O)Cn2cnc3ccccc3c2=O)c1	-8%&-1%	-9%&-8%	-2%&-20%	0.4	2%&-1%	8&3	0.9&0.6	.	-1%&-19%
CC1(C)CC(=O)N(CC(=O)NCc2ccc(F)cc2)c2ccccc2S1(=O)=O	-1%	2%[57.1 µM]	-7%	0.3	-5%	-5	0.0	-5	-10%[57.1 µM]
O=C(COC(=O)/C=C/c1ccc([N+](=O)[O-])cc1)Nc1ccc(F)cc1	3%	0%	-4%	0.0	0%	-10	0.6	20	12%
O=C(NNC(=O)c1ccc(NC(=O)c2ccccc2)cc1)c1ccccc1	4%	-2%[57.1 µM]	-15%	0.3	7%	3	-1.0	-3	2%[57.1 µM]
Cc1ccccc1/C=C1\SC(=S)N(/N=C/c2cc([N+](=O)[O-])ccc2O)C1=O	-14%	-14%	-17%	4.7	?	3	1.8	-9	?
O=C1CC/C=C\C[C@@H](CC(=O)N(CCO)Cc2ccccc2)C(=O)NCCO1	8%	3%	-11%	.	-1%	.	.	.	18%
COc1ccc(OC)c(C2NC(=O)NC(C)=C2C(=O)Nc2ccc(C)cc2C)c1 (stereo unspecified)	-5%	-3%	-11%	0.6	-4%	1	-1.2	-11	5%
CC(C)CN1C(=O)NC(NC(=O)c2cccnc2)(C(F)(F)F)C1=O (stereo unspecified)	-1%	18%	-14%	0.2	0%	6	0.1	1	21%
COc1ccccc1-c1cc(C(=O)N2CCOCC2)no1	5%	8%	-14%	4.6	-12%	18	-0.2	3	17%
